C8 TRAIL sens – caspase-8 TRAIL sensitization; NB7+C8 cells + TRAIL, ATPlite viability luminescence; inhibition (viability loss, TRAIL sensitization), % at 10 µM; 360,000 tested, 1% active; AID 624354;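 active = compounds causing at least 50% loss of cell viability in the single-dose screen, relative to plate controls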
TROY NFkB inh – inhibitors of TROY-dependent NF-kB signaling; 360,000 tested, 0.98% active; Q293 LMP1-TROYcd NF-kB luciferase reporter, 4 h; inhibition, % at 10 µM;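 active = compounds whose plate-normalised and pattern-corrected inhibition of the luciferase reporter signal at the single screening dose is 50% or more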
MITF TRPM1 inh – MITF TRPM1 promoter inhibition in SK-MEL-5 cells; SK-MEL-5 TRPM1 promoter luciferase, 24 h; inhibition, % at 12.5 µM; 330,000 tested, 0.83% active;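 active = mean inhibition across replicates of 60% or more, whatever share of single replicates reaches that level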; note: values of inactives mirror those of a sister screen read the other way
KKLEB cytotox – counter-screen for CF NF-kB inhibitors: cytotoxicity; KKLEB CF airway cells viability, ATPlite luminescence, overnight; stronger effect = lower value; cells stimulated with P. aeruginosa culture filtrate; activity change (cytotoxicity), % at 5 µM; 360,000 tested, 0.36% active; AID 602141;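 active = corrected activity change at or below -50% at 5 µM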
HIF-2a block – inhibitors of HIF-2a | 786-0 RCC cells HIF-2a reporter, luciferase luminescence, overnight | inhibition, % at 18.8 µM | 360,000 tested, 0.72% active | AID 624352;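 active = inhibition of the luminescence signal of 40% or more relative to plate controls, in a single-dose primary screen at 18.75 µM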
CF NFkB inh – cystic fibrosis NF-kB activation inhibition; KKLEB NF-kB-GFP reporter, PAF-induced, GFP fluorescence overnight; inhibition, % at 5 µM; 360,000 tested, 0.86% active; AID 588850;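 active = at least 50% inhibition at 5 µM, scaled per plate between neutral and stimulator controls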;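 note: PAF is a Pseudomonas aeruginosa culture filtrate used as stimulus; plate controls were PAF-stimulated DMSO wells for no effect and unstimulated DMSO wells for full effect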
NR2E3 ag-1 – NR2E3 (human) agonism; Q9Y5X4; GST-NR2E3/biotin-RetCOR TR-FRET, 1536-well; inhibition of corepressor binding, % at 4.78 µM; 320,000 tested, 0.12% active; AID 2300;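 active = percent inhibition above the cutoff of mean plus 3 SD of all tested compounds, set per screening campaign, cut at about 20% in these data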;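 note: 0% = DMSO wells and 100% = biotin wells as full block of FRET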
Target sequence (Q9Y5X4 whole entry, looked up): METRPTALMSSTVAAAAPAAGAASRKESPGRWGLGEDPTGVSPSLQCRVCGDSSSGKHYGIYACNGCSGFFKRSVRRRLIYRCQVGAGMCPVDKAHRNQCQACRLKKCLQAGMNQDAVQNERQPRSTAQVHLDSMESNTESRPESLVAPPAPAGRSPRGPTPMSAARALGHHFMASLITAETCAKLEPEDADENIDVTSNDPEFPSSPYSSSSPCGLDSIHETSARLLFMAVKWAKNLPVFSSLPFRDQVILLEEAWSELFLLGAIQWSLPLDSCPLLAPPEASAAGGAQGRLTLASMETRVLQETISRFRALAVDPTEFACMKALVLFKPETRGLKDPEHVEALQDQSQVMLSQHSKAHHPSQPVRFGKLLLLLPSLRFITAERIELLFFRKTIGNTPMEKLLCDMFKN
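System: GST-tagged NR2E3 plus biotinylated RetCOR corepressor; Amount: 1.35 nM GST-tagged NR2E3 final; Dosing: single nominal compound dose of 4.8 µM; Schedule: 5 h incubation at 4 °C; Technique: TR-FRET with europium anti-GST and streptavidin-D2, 340 nm excitation; Controls: biotin wells as high control, 0.6% DMSO wells as low control.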
TWEAK-Fn14 inh – TWEAK-Fn14 signaling inhibition; inhibition, % at 10 µM; TWEAK-stimulated Fn14 reporter cells, luciferase luminescence, 8 h; 360,000 tested, 2% active; in the data active = inhibition above about 50%
Shn3 3UTR inh – Schnurri-3 reporter inhibition in Clone20 osteoblasts; Clone20 osteoblast Shn3 3'UTR firefly luciferase, 24 h; inhibition, % at 12.5 µM; 360,000 tested, 0.52% active;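 active = mean inhibition of at least 75% with every replicate also reaching 75%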;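 note: 0% = median of neutral control wells and 100% = pilot-screen positive control compound; some compounds past the cut are filed as inactive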
NR2E3 ag-2 – activates human NR2E3 receptor | CHO-S Gal4-NCOR/VP16-NR2E3 two-hybrid, luciferase | AID 602229 | 360,000 tested, 0.35% active | Q9Y5X4 | inhibition of corepressor binding, % at 3.98 µM;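 active = inhibition above the mean of all tested compounds plus 3 SD, cut at about 70% in these data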;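 note: 0% = DMSO with NR2E3 transfected cells and 100% = cells lacking NR2E3 construct; higher means lower luciferase signal from less NR2E3 corepressor binding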
Peg3 promoter – inhibitors of Peg3 promoter. inhibition, % at 20 µM. HeLa PEG-Prom luciferase reporter, luminescence, overnight. 360,000 tested, 1.7% active;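 active = inhibition of at least 50% at 20 µM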
An asterisk follows results filed as active; nt = not tested or not shown.

Each structure is followed by: C8 TRAIL sens	MITF TRPM1 inh	NR2E3 ag-2	TWEAK-Fn14 inh	CF NFkB inh	NR2E3 ag-1	Peg3 promoter	HIF-2a block	Shn3 3UTR inh	TROY NFkB inh	KKLEB cytotox
- COc1ccc2c(C=O)cn(C)c2c1
  -8	-5	-25	4	25	0	-1	-3	-2	9	-3
- COc1ccc(N2CC(C(=O)NC3=NCCS3)CC2=O)cc1 (configuration not stated)
  -5	7	-15	-4	8	-1	-2	5	-4	-5	6
- Nc1nc(Nc2ccccc2)nc2ccccc12
  60*	-33	-110	40	-5	4	-202	-143	-44	-13	-22
- CCOC(=O)/C(C#N)=C/c1ccc(OC)c(OC)c1
  -2	-4	-4	6	9	5	-10	9	-4	10	3
- CC(=O)c1cccc(-c2ccnc3c2CC(C(=O)Nc2ccc(C(C)C)cc2)O3)c1 (configuration not stated)
  11	nt	-6	-8	-101	nt	9	-42	-7	10	17
- COc1cc2cnc(CCO[C@H]3CCCCO3)cc2cc1OC
  23	-11	1	31	11	nt	-17	-53	2	52*	-13
- Cc1n[nH]c(C)c1SCC(=O)Nc1ccc(F)cc1
  4	6	7	28	-1	1	16	20	1	nt	-23
- CC[C@H](C)[C@H]1O[C@]2(CC[C@@H]1C)C[C@@H]1C[C@@H](CC=C(C)[C@@H](O[C@H]3C[C@H](OC)[C@@H](O[C@H]4C[C@H](OC)[C@@H](O)[C@H](C)O4)[C@H](C)O3)[C@@H](C)C=CC=C3CO[C@@H]4[C@H](O)C(C)=C[C@@H](C(=O)O1)[C@]34O)O2
  71*	58	0	100*	56*	4	84*	53*	97*	30	-51*
- O=C(NC1CCCCC1)C1c2ccccc2C(=O)N1Cc1ccc2c(c1)OCO2 (configuration not stated)
  -17	1	-14	12	3	-2	15	23	-9	-16	0
- Cc1cc(C(=O)N[C@H](c2ccccc2)[C@@]2(C)C[C@@H]2[C@@H](C)C(=O)Nc2ccc3ccccc3c2)no1
  20	-13	23	12	27	1	44	11	23	8	-21
- CCOc1ccc(CCNC(=O)COC(=O)/C=C/c2cccc(OC)c2)cc1OCC
  4	-12	10	4	8	-3	4	12	-1	12	-12
- COc1cc(CN2CCc3ccccc3C2)ccc1O
  16	29	-14	91*	19	0	49	-48	95*	19	-8
- C=C1CCN([C@@H](CC(C)C)C(=O)NCc2ccco2)S(=O)(=O)c2ccccc21
  -2	-3	-1	11	5	1	-7	10	27	15	4
- Cc1ccc(-c2nc(C3CCCN(S(=O)(=O)c4ccc(C(C)(C)C)cc4)C3)no2)cc1 (configuration not stated)
  -4	10	-31	-4	4	0	42	14	19	7	-9
- C(=N\c1nccs1)/Nc1nccs1
  -2	-7	-25	-5	8	1	-1	12	4	-16	1
- O=C(O)CC1(C(=O)O)CC2C=CC1C2 (configuration not stated)
  -14	nt	9	-7	10	nt	-3	-5	9	-11	9
- Cc1ccc(/C=N\NC(=O)Cc2cccn2C)o1
  -2	8	-28	-5	2	1	7	0	6	-5	12
- O=C(O)CN1C(=O)/C(=C\c2cn(CC(=O)N3CCOCC3)c3ccccc23)SC1=S
  2	-9	15	6	-9	-10	0	8	1	-15	4
- COc1cccc(OC)c1C(=O)Nc1ccc2c3c(cccc13)CC2
  -16	-23	-85	-46	-2	-4	-133	-83	12	-49	-1
- Cc1nc2nc(C)n(-c3ccccc3)c2s1
  -3	-12	-6	-18	26	0	-15	-43	-17	-10	-12
- CC1CCC(CC(=O)O)(C(=O)O)CC1 (configuration not stated)
  -16	-6	-6	14	-6	nt	2	7	-7	11	-11
- CN(C)CCN1C(=O)C2C(C(=O)Nc3cc(Cl)cc(Cl)c3)C3C=CC2(O3)C1C(=O)NC1CCCCC1 (configuration not stated)
  9	-3	-11	9	23	3	-5	3	4	-20	-12
- COc1ccc(NC(=O)Nc2nc(C(N)C3CCCCC3)cs2)cc1 (configuration not stated)
  14	nt	-26	-22	10	nt	54*	-2	-36	11	-8
- Cc1ccc2nc(SCC(=O)NCc3ccc(S(N)(=O)=O)cc3)[nH]c2c1
  -12	10	-14	-18	5	4	11	10	-14	8	-1
- COc1ccc(C)cc1NC(=O)c1ccc(OC(F)F)cc1
  -7	6	-11	-4	-22	-2	-2	-17	-12	-9	15
- COc1cc(C)nc(NCc2ccccc2)n1
  -2	-9	-11	-40	-8	1	-9	1	-26	-8	-10
- Cc1c(NC(=O)c2cccc(NC(=O)COc3ccc(C#N)cc3)c2)c(=O)n(-c2ccccc2)n1C
  1	7	4	-5	-5	nt	6	13	4	-10	10
- Cc1ccc(S(=O)(=O)N2CCN(C(=O)COC(=O)c3cc([N+](=O)[O-])ccc3NCCO)CC2)c(C)c1
  9	-20	6	-19	-3	nt	23	11	12	5	-9
- CC(C)CCNC(=O)CCCOc1ccccc1
  -8	14	-24	-29	-4	-2	4	-19	-6	-20	0
- Cc1cccc(COC[C@H](Cc2ccccc2)N2CCN(C(=O)c3cccc(C)c3)CCC2=O)c1
  6	nt	-9	-3	nt	nt	nt	1	nt	-1	nt
- COc1ccc(C2C(C(=O)c3ccccc3)N3c4ccccc4C=CC3C2[N+](=O)[O-])cc1 (configuration not stated)
  4	9	-37	14	-1	nt	-22	-65	24	35	-4
- Cc1cccc(CS(=O)(=O)c2cn(CC(=O)N3CCOCC3)c3ccccc23)c1
  -9	-12	-14	3	-29	2	-19	-35	-18	-14	8
- CCCC(=O)Nc1cc2c(cc1C(C)=O)OCCO2
  -26	12	18	7	10	3	15	1	16	-7	-6
- COCCCNC(=O)Cn1nnc(-c2ccc(NC(=O)c3ccccc3F)cc2)n1
  19	-25	-39	-21	2	0	-148	-156	-18	-12	-2
- CCC1(C)Cc2ccccc2-c2nc(SCC(N)=O)[nH]c(=O)c21 (configuration not stated)
  5	-4	0	12	-29	-2	13	13	-11	53*	7
- CC(C)C[C@@H](CN1CCCC1CN1C(=S)NC[C@@H]1Cc1ccccc1)N1C[C@H](Cc2ccccc2)N(CC2CCCCCC2)C1=S (some centres not stated)
  1	nt	1	-4	nt	nt	nt	6	nt	14	nt
- O=C(COC(=O)CSc1ccc([N+](=O)[O-])cc1)NCCCc1ccccc1
  -37	-9	-32	7	10	-1	3	3	-14	1	-12
- Cc1nc2ccccc2nc1CN1CCN(Cc2ccc(F)c(F)c2)C(CCO)C1 (configuration not stated)
  6	7	11	8	-15	-3	-2	17	-15	-8	8
- CCOC(=O)c1ccc(N=C2SC(C(=O)Nc3ccc(C(=O)O)cc3)CC(=O)N2Cc2cccs2)cc1 (configuration not stated)
  1	1	-6	6	-3	0	1	11	-1	19	2
- O=C(CSc1nnc(SCC(=O)NCc2ccc3c(c2)OCO3)s1)NCc1ccc2c(c1)OCO2
  -3	-3	-9	-1	-4	nt	-7	10	8	-6	4
- Cc1nc(N2CCCCC2)c2ccsc2n1
  -8	-1	-17	19	28	0	-10	17	19	27	-11
- C=CCn1c(C)c(C(C)=O)c(N2CCOCC2)nc1=S
  -1	-8	7	-2	-5	2	6	7	2	-10	2
- Cc1cc(Br)c(NC(=O)Cn2c([N+](=O)[O-])cnc2C)cc1C
  -5	nt	-31	-1	-4	-2	12	12	6	-2	2
- Cc1cc(C)nc(N2CCCC(C(=O)NCC(c3ccccc3)c3ccccc3)C2)n1 (configuration not stated)
  5	10	-16	-5	-4	-3	11	13	-24	13	6
- CCn1nc(C(=O)Nc2ccc(S(=O)(=O)Nc3nccs3)cc2)c2ccccc2c1=O
  5	31	7	39	-1	-1	22	14	5	1	-3
- Cc1cc(C)nc(Oc2ccc(Br)cc2Br)n1
  18	0	-44	1	4	2	-80	-117	-30	41	2
- O=C(c1ccc2snnc2c1)N1CCN(c2ccccn2)CC1
  13	2	-23	2	2	1	13	18	9	5	2
- Cc1ccnc(NCc2ccc(Cl)cc2)c1
  4	-19	-30	-14	-4	-2	-30	-112	-14	-9	6
- CCC1CCCCN1CCCNC(=O)CCNC(=O)Cn1cnc2ccccc2c1=O (configuration not stated)
  -2	3	-19	16	2	0	7	1	-7	3	6
- O=C(CCSc1nnc2ccc3ccccc3n12)Nc1ccc(F)cc1
  -8	-9	-4	-17	-2	8	-28	-15	12	8	2
- CCOC(=O)c1c(Nc2ccccc2N)cc(C)nc1C
  0	1	-3	-12	13	1	17	-9	-4	1	-1
- CC(Oc1ccc(F)cc1)C(=O)Nc1cccc(S(=O)(=O)N(C)c2ccccc2)c1 (configuration not stated)
  6	nt	22	-8	5	nt	34	16	31	9	2
- COc1ccccc1N1CCN(C(=O)CCc2nnc3ccc(N4CCCC4)nn23)CC1
  -12	7	-1	22	-1	0	15	12	4	6	3
- CCOC(=O)COc1ccccc1C1Nc2ccccc2C(=O)N1c1cccc(Cl)c1 (configuration not stated)
  -20	-77	-99	-12	-6	-1	-186	-205	-88	-63	-4
- CC(C)c1ccc(N2C(=O)[C@@H]3Cc4ccccc4CN3C2=O)cc1
  18	-27	-5	-4	-20	-1	-81	-118	-16	-31	-3
- N/C(=N\S(=O)(=O)c1ccc(Cl)cc1)N1CCOCC1
  5	1	5	7	-2	-1	-1	17	-12	-8	2
- Cc1ccc(S(=O)(=O)Nc2cccc(C(=O)N3CCOCC3)c2)c(C)c1NS(C)(=O)=O
  1	-9	-14	0	-3	1	12	20	9	20	4
- O=C(NCc1ccco1)c1ccccc1
  -6	0	7	-2	12	1	11	9	12	5	-3
- CCOC(=O)NC1C=CS(=O)(=O)C1 (configuration not stated)
  5	-2	8	12	-12	-3	3	11	8	4	10
- O=C1CC(c2ccccc2)C(=O)N2C(=O)CC(c3ccccc3)C(=O)N12 (configuration not stated)
  -26	-3	23	10	-30	nt	17	8	4	-16	8

Next part:
Each structure is followed by: C8 TRAIL sens	MITF TRPM1 inh	NR2E3 ag-2	TWEAK-Fn14 inh	CF NFkB inh	NR2E3 ag-1	Peg3 promoter	HIF-2a block	Shn3 3UTR inh	TROY NFkB inh	KKLEB cytotox
- CCOC(=O)c1c(CSC(=N)N)n(-c2ccc(Br)cc2)c2cc(Br)c(OC(C)=O)cc12
  9	7	-31	-22	-10	nt	-1	4	-59	5	16
- O=C(/C=C/c1ccco1)N/C(=C\c1ccccc1)C(=O)NCCc1nc2ccccc2[nH]1
  8	-16	8	6	3	-2	12	14	9	9	-2
- O=C(CSc1ccc(-c2nc3ccccc3[nH]2)cn1)Nc1ccc(S(=O)(=O)N2CCCC2)cc1
  8	-13	-10	52*	-17	-5	-18	-100	-6	18	-2
- O=C(c1cccs1)N1CCN(Cc2ccccc2[N+](=O)[O-])CC1
  -14	1	1	6	10	3	-23	-14	14	2	-2

A different layout for 2 compounds above:
SMILES | C8 TRAIL sens | MITF TRPM1 inh | NR2E3 ag-2 | TWEAK-Fn14 inh | CF NFkB inh | NR2E3 ag-1 | Peg3 promoter | HIF-2a block | Shn3 3UTR inh | TROY NFkB inh | KKLEB cytotox
O=C(/C=C/c1ccco1)N/C(=C\c1ccccc1)C(=O)NCCc1nc2ccccc2[nH]1 | 8 | -16 | 8 | 6 | 3 | -2 | 12 | 14 | 9 | 9 | -2
O=C(CSc1ccc(-c2nc3ccccc3[nH]2)cn1)Nc1ccc(S(=O)(=O)N2CCCC2)cc1 | 8 | -13 | -10 | 52* | -17 | -5 | -18 | -100 | -6 | 18 | -2

Not all compounds are listed; count on the stated rates, not on these rows.
